Screens: PubChem BioAssay, Broad Institute
EWS-Fli block – EWS/Fli transcriptional activity inhibition. A673 NR0B1-luciferase reporter, viability-normalised. AID 651661. inhibition, % at 12.6 µM. actives 0.67% (n = 350,000);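 active = mean inhibition of at least 50% after viability correction, with every replicate also passing that limit; inconclusive = mean reaches 50% but only one of two replicates passes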;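 note: firefly luciferase signal divided by Alamar Blue viability fluorescence both relative to DMSO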
FN deposit inh – fibronectin deposition inhibition | AH1F fibroblasts, Alexa488-fibronectin deposition fluorescence, overnight | inhibition, % at 12.6 µM | actives 0.086% (n = 350,000) | AID 743247;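 active = mean inhibition across replicates of 30% or more, regardless of how many single replicates reach that level; inconclusive = mean under 30% yet at least half of replicates reach 30%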;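 note: positive control wells lacked labelled fibronectin entirely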
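Material: AH1F fibroblasts assembling fluorescent fibronectin matrix; amount: 10000 AH1F cells/well; medium: DMEM, 2% serum; reagent: Alexa488-fibronectin, 24 nM final in well; dosing: single compound dose, delivered by pin transfer; incubation: 1 h adhesion, overnight exposure; detection: fluorescence after three HBSS washes, excitation 485 nm, emission 525 nm; measure: fibronectin deposition inhibition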
Cneo AK release – causes C. neoformans cell lysis; actives 0.2% (n = 360,000); lysis activity, % at 15 µM; adenylate kinase release luminescence, 4 h; normalised: neutral wells 0, clomiphene wells 100;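 active = mean lysis activity across replicates of at least 80%, whatever share of replicates individually reach that level; inactive = mean lysis activity below 80%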
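Material – Cryptococcus neoformans yeast cells · Quantity – 5 × 10^6 yeast cells/mL · Buffer or medium – YPD medium · Compound – single dose · Timing – 4 h static compound exposure, 37 °C, read 1 h post-reagent · Signal – adenylate kinase release luminescence · Read-out basis – lysis from increased AK signal · Benchmarks – Clomiphene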
LGR2 antag – blocks bursicon-induced cAMP signaling via Drosophila LGR2; HEK293 LGR2, CRE-luciferase, bursicon-stimulated, 4 h; actives 0.35% (n = 380,000); inhibition, % at 9.99 µM;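 active = drop in luminescence signal, shown as inhibition above about 50% in the replicate tests, limit read from the data, passing the limit was not always enough; inconclusive = probably only some replicates passing the limit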;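 note: agonist challenge used bursicon conditioned medium at about half maximal strength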
Casp6 inh – blocks human caspase-6 cleavage activity; P55212; AID 686996; inhibition, % at 12.5 µM; actives 0.53% (n = 350,000); purified caspase-6, Z-VEID-R110 cleavage fluorescence;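 active = mean inhibition across replicates at least about 35%, with every replicate also reaching that limit, limit read from the data; inconclusive = only one of the two criteria met; inactive = neither criterion met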;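 note: 0% = median of neutral control wells and 100% = no fluorescence left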
Target sequence (P55212 24-179 limits assumed): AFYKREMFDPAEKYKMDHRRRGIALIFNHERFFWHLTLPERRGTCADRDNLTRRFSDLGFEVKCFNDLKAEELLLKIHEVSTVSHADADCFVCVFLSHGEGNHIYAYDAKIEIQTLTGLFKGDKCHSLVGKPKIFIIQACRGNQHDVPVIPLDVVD
Target sequence (P55212 194-293 limits assumed): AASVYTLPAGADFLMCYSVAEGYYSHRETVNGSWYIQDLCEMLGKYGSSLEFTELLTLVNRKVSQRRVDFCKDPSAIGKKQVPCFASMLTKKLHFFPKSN
PGC1a acetyl inh – modulators of PGC1a acetylation. AID 651687. inhibition, % at 15.6 µM. actives 0.17% (n = 350,000). U2OS PGC1a acetylation, AlphaScreen anti-acetyl-lysine; with virally co-expressed GCN5 acetyltransferase;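 active = every replicate shows inhibition of at least 40%; inconclusive = mean inhibition at least 40% but some replicate below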;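 note: 0% = neutral control wells and 100% = positive control wells; some results beyond the cut were filed as inactive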
PAX8 reporter – PAX8 transcriptional activity inhibition. inhibition, % at 12.6 µM. actives 1.2% (n = 360,000). RMG-I TPO-luciferase reporter, SteadyGlo, 24 h;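 active = mean replicate inhibition at least 60% with every replicate also reaching 60%; inconclusive = only one of the two criteria is met; inactive = mean below 60% and not all replicates reaching 60%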;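 note: luciferase light reporting Pax8 driven TPO promoter activity; plate controls were median of neutral control wells for no effect and mitoxantrone controls for full effect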
miR-122 sensor – miR-122 inhibition in Huh7 cells; Huh7 miR-122 Renilla luciferase sensor, 48 h; neutral wells = 0, positive control = 100; activation (reporter increase), % at 12.5 µM; actives 0.3% (n = 340,000); AID 602342;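 active = mean replicate activation score at least 90 and every replicate individually at or above 90; inconclusive = only one of the two criteria met; inactive = neither criterion met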;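 note: higher luciferase means less miR-122 activity so hits act as miR-122 inhibitors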
Starred values were filed as active, the others as inactive; ? = inconclusive; · = not tested or not shown; & = joins results of further samples; [ ] = remark or other dose. Outcome played no part in choosing rows; about 2.5% have a hit in one of these screens.

SMILES	EWS-Fli block	FN deposit inh	Cneo AK release	LGR2 antag	Casp6 inh	PGC1a acetyl inh	PAX8 reporter	miR-122 sensor
C[C@@H]1CCCCO[C@@H](CN(C)C(=O)c2ccncc2)[C@H](C)CN([C@@H](C)CO)C(=O)c2cc(NC(=O)Cc3ccccc3)ccc2O1	-10	2	2	11	5	-9	-1	11[16.7 µM]
CCC(=O)Nc1cc2c3c(c1)CCC(=O)N3CCC2	1	5	4	-6	1	-4	13	-1
C[C@@H]1CCCCO[C@@H](CN(C)Cc2ccc(C(F)(F)F)cc2)[C@H](C)CN([C@@H](C)CO)C(=O)c2cc(NC(=O)Nc3ccc4c(c3)OCO4)ccc2O1	-3	·	-1	20	-2	4	72*	-4[16.7 µM]
CCOc1ccc(-c2c(C(=O)N/N=C/C3CCCCC3)nnn2-c2nonc2N)cc1	2	-2	1	-3	-6	-4	-18	3
Oc1c(CN2CCOCC2)cc(CN2CCOCC2)cc1CN1CCOCC1	3	12	1	4	-21	-2	-25	-10
COc1ccc(C2C(C(=O)NCc3ccco3)CCC(=O)N2c2ccc(OC)cc2)cc1 (configuration not stated)	·	15	1	·	·	11	0	-7
CO[C@H]1CN(C)C(=O)c2ccc(NC(=O)NC(C)C)cc2OC[C@@H](C)N(Cc2cocn2)C[C@H]1C	2	-1	-3	-1	·	1	19	-22[16.7 µM]
C[C@H](CO)N1C[C@H](C)[C@@H](CN(C)C(=O)OCc2ccccc2)OCc2cnnn2CCCC1=O	-1	-1	4	-1	2	6	·	-1[16.7 µM]
CCOc1ccc(C(=O)N[C@H](C(=O)Nc2ccccc2OC)C(C)C)cc1	-6	3	-3	5	2	·	-4	·
COc1ccccc1-c1ccc2c(c1)O[C@@H](CN(C)C(=O)Nc1cccc(F)c1)[C@@H](C)CN([C@@H](C)CO)S2(=O)=O	3	·	9	17	-1	-5	·	-3[16.7 µM]
O=C(N/N=C/c1ccccn1)c1ccc(S(=O)(=O)N2CCCCCC2)cc1	-6	2	·	-13	1	·	1	·
CCOC(=O)C(C(=O)OCC)C(Nc1ccccc1)c1ccccc1 (configuration not stated)	-4	3	8	27	1	13	-1	-10
N#CCCN(C(=O)CSc1ncccn1)c1ccc2c(c1)OCCO2	-3	0	0	4	-1	4	-12	0
Cc1ccc(OCCOCCN2CCN(C)CC2)c([N+](=O)[O-])c1	3	·	·	-3	-2	·	5	·
O=C(CSc1nnnn1-c1ccc(F)cc1)NNC(=O)c1ccco1	2	-2	-2	-23	-2	?	-10	19
COc1ccc(CN(C)C[C@@H]2Oc3ccc(NC(=O)CCN4CCOCC4)cc3C(=O)N([C@H](C)CO)C[C@@H]2C)cc1	-12	·	1	5	-7	-3	-12	-6[16.7 µM]
O=C1C[C@@](C(=O)NCCN2CCOCC2)(c2ccc([N+](=O)[O-])cc2)[C@@H](c2ccc(CO)cc2)N1CC12CC3CC(CC(C3)C1)C2	17	·	16	·	-1	0	18	·
CN1c2ccc(Br)cc2[C@H]2[C@H](CCN2C(=O)Cc2ccccc2)[C@H]1CO	5	2	1	-2	1	-11	-16	17[16.7 µM]
N#Cc1ccc(NC(=O)COC(=O)c2cccnc2Cl)cc1	4	-4	0	3	1	·	0	·
O=C(CN1C(=O)CCS(=O)(=O)c2ccccc21)NCCc1ccccc1	-2	3	8	4	-2	27	11	0
Cc1ccc(NC(=O)c2ccc(N3C(=O)C4CC=C(Cl)CC4C3=O)cc2)cc1 (configuration not stated)	3	·	0	13	0	1	·	·
CN=C1SC(C(=O)Nc2ccccc2Cl)CC(=O)N1c1ccc(OC(F)(F)Cl)cc1 (configuration not stated)	8	-4	·	-1	0	4	3	·
CC1CCCCC1NC(=O)C1CCN(S(=O)(=O)c2ccc3c(c2)CCC(=O)N3)CC1 (configuration not stated)	-3	-1	0	0	0	-13	-7	-2
Cc1cc(N/N=C/c2ccccc2F)nc(NCc2ccccc2)n1	-8	-8	·	-9	7	·	1	·
CC1CCCCN1S(=O)(=O)c1ccc2c(c1)CCN2C(=O)C1CC1 (configuration not stated)	·	-5	1	-28	3	6	-8	13
O=C(NCC1(c2ccccc2)CCCC1)C(=O)NCC1(c2ccccc2)CCCC1	·	5	0	·	·	11	-51	7
COCC(=O)N(C)C[C@@H]1Oc2cc(-c3ccncc3)ccc2S(=O)(=O)N([C@@H](C)CO)C[C@@H]1C	7	1	-3	2	2	0	·	-1[16.7 µM]
COCC(=O)N(C)C[C@H]1Oc2ncc(-c3ccccc3OC)cc2C(=O)N([C@@H](C)CO)C[C@@H]1C	-11	6	-4	-7	-2	3	·	-1[16.7 µM]
Cc1sc(N)c(C(=O)c2ccccc2Cl)c1C	-17	·	29	5	-1	11	-11	2
CS(=O)(=O)c1ccc(S(=O)(=O)N2CCN(C(=O)C(O)c3ccccc3)CC2)cc1 (configuration not stated)	-5	·	·	5	-1	·	4	·
CCc1ccc(NC(=O)N(Cc2cccnc2)Cc2ccco2)cc1	·	-3	2	19	·	-5	·	1
C[C@@H]1CN([C@@H](C)CO)C(=O)Cc2cc(N(C)C)ccc2O[C@H]1CN(C)S(=O)(=O)c1ccccc1	·	·	17	-4	0	1	-15	0[16.7 µM]
O=C(N[C@H]1CC[C@@H](CCn2cc(-c3ccccn3)nn2)O[C@H]1CO)c1ccc(F)cc1	4	·	-3	0	-4	-8	1	·
CCC(C)C(NC(N)=O)C(=O)Nc1ccc(S(=O)(=O)Nc2ccc(OC)cc2)cc1 (configuration not stated)	-1	5	·	-61	5	·	7	·
NC(=O)CSc1nnc(Cn2c(=O)sc3ccccc32)n1-c1cccc(Cl)c1	·	-9	-1	·	·	-8	·	1
COC(=O)c1ccccc1NC(=O)c1cccs1	·	3	1	·	·	2	-16	2
O=C(CCC(=O)OCc1ccc(Cl)cc1)Nc1cccc([N+](=O)[O-])c1	·	-1	1	·	·	0	-10	-7
c1ccc2[nH]c(-c3ccnc4ccccc34)nc2c1	·	0	2&-2	·	·	-7	-64	2
COCC#Cc1ccc([C@@H]2[C@H]3CN(S(=O)(=O)c4ccccc4F)CCCCN3[C@H]2CO)cc1	-8	·	5	-21	2	7	-8	3[16.7 µM]
CNC[C@H]1OCCCC[C@@H](C)Oc2ccc(NS(=O)(=O)c3ccc(C)cc3)cc2C(=O)N([C@@H](C)CO)C[C@@H]1C	-7	-3	·	-6	·	-4	0	-7[16.7 µM]
CC1=C(C(=O)OC(C)C)C(c2ccsc2)NC(=O)N1C (configuration not stated)	·	7	-1	8	·	-1	·	1
O=C(CCc1ccccc1)Nc1cccnc1Cl	-16	0	-2	·	-2	4	-27	-8
CCOC(=O)C1(Cc2cccc(F)c2)CCN(Cc2cnc(C)s2)CC1	6	-23	1	33	-1	-2	-16	3
C[C@H]1CN([C@@H](C)CO)C(=O)CCCn2nncc2CO[C@H]1CN(C)C(=O)Nc1ccccc1C(F)(F)F	-6	7	-2	-1	-2	7	-7	-4[16.7 µM]
c1ccc2c(c1)ccn2CCCN1CCCCC1	6	·	-1	2	-5	4	-5	8
COc1ccccc1CCN=C(N)NS(=O)(=O)c1ccc(F)cc1	4	2	0	2	1	2	·	-7
CCc1ccccc1N(C(C)=O)c1nc(CCl)cs1	12	2	·	14	0	·	11	·
C=CCN1[C@@H](C)[C@H](c2ccccc2)Oc2cccc(N3CCCC3)c2S1(=O)=O	10	-2	·	42	2	·	8	·
CCCS(=O)(=O)NC(=O)C1(C)CCN(C(=O)c2cc(C)n(C(C)(C)C)n2)C1 (configuration not stated)	7	·	1	-3	-5	8	-16	·
C[C@H]1CN([C@@H](C)CO)S(=O)(=O)c2ccc(C#Cc3cccc(F)c3)cc2O[C@@H]1CN(C)S(=O)(=O)c1cn(C)cn1	13	17	-2	17	0	-24	·	71[16.7 µM]

Other records.
SMILES	EWS-Fli block	FN deposit inh	Cneo AK release	LGR2 antag	Casp6 inh	PGC1a acetyl inh	PAX8 reporter	miR-122 sensor
C[C@@H](NC(=O)C[C@H]1C[C@H]2c3cc(NC(=O)CC4CC4)ccc3O[C@H]2[C@H](CO)O1)c1ccccc1	-6	4	6	-13	-1	5	·	2[16.7 µM]
CC(C)(C)NC(=O)C(=O)NNC(=O)C12CC3CC(CC(C3)C1)C2	·	3	-2	·	·	-11	·	0
CCOC(=O)N1CCN(C(=O)C2CCN(S(=O)(=O)c3ccc(NC(C)=O)cc3)CC2)CC1	2	6	4	3	-3	9	3	-3
O=S(=O)(c1ccccc1F)N1C[C@@H]2N[C@H](C1)C2c1ccc(-c2cncnc2)cc1 (some centres not stated)	6	-2	·	4	·	5	-2	·
CCC(=O)Nc1ccc2c(c1)C(=O)N(C)C[C@@H](OC)[C@H](C)CN(Cc1ccccc1)[C@@H](C)CO2	0	0	0	-2	1	-6	·	4[16.7 µM]
c1ccc2c(Nc3nnc(-c4ccncc4)s3)cccc2c1	·	·	1	5	·	-7	·	-3
C=CCn1c(SCc2cccc(F)c2)nc2cc(C(=O)N3CCC(C(N)=O)CC3)ccc2c1=O	6	-3	0	-9	-1	-9	9	10
CN(C)c1ccc(CNC(=O)CCc2ccc(S(=O)(=O)N3CCCCCC3)cc2)cc1	11	-2	-1	2	-5	·	3	0
O=C(N/N=C\c1cccs1)c1ccccc1-n1cccc1	10	6	0	-42	4	·	6	·
CCN(CC)c1ccc(N=CN2CCOCC2)cc1	-5	1	2	-4	-6	17	-3	4
O=C(c1cccc(Cl)c1)N1CCC2CC1c1cc(N3CCOCC3)ccc12 (configuration not stated)	8	4	-1	6	-3	-10	13	2
COc1ccccc1N1CCN(/N=C\c2ccccc2)CC1	-126	0	0	-64	-1	-1	-66	-3
CC(C)(C)[C@@H]1C=C(C(=O)Nc2ccccc2)O[C@H](OCc2ccc(CO)cc2)C1	-2	0	0	-9	-1	9	-20	0
COC(=O)c1ccc(C(=O)OC)c(NC(=S)N2CCC(C(N)=O)CC2)c1	4	-4	1	8	-4	1	-4	-7
C[C@H]1CN([C@@H](C)CO)C(=O)c2cc(NC(=O)CCCCCC(=O)Nc3ccccc3N)ccc2O[C@@H]1CN(C)S(=O)(=O)c1ccc(F)cc1	-11	-7	·	-3	0	-5	-19	·
COC(=O)c1ccc(COc2ccc(F)cc2)o1	2	1	0	-10	2	4	-11	-6
CCOc1ccccc1-c1ccc2nccn2c1	4	3	4	11	15	·	-9	7
O=C(Nc1cc(F)ccc1F)N1CCCCN2[C@H](CO)[C@@H](c3ccc(-c4cccnc4)cc3)[C@@H]2C1	-2	·	-1	-19	·	-3	-12	-1[16.7 µM]
CCCCCC1CC(=O)C=C(C)C1C(=O)OC (configuration not stated)	-8	-2	-6	2	1	4	-9	1
CN(C)Cc1ccccc1C(O)(c1ccccc1)c1ccccc1	13	-4	2	3	-2	-10	15	1

Entries listed so far with a CF3 group, in the order listed:
SMILES	EWS-Fli block	FN deposit inh	Cneo AK release	LGR2 antag	Casp6 inh	PGC1a acetyl inh	PAX8 reporter	miR-122 sensor
C[C@@H]1CCCCO[C@@H](CN(C)Cc2ccc(C(F)(F)F)cc2)[C@H](C)CN([C@@H](C)CO)C(=O)c2cc(NC(=O)Nc3ccc4c(c3)OCO4)ccc2O1	-3	·	-1	20	-2	4	72*	-4[16.7 µM]
C[C@H]1CN([C@@H](C)CO)C(=O)CCCn2nncc2CO[C@H]1CN(C)C(=O)Nc1ccccc1C(F)(F)F	-6	7	-2	-1	-2	7	-7	-4[16.7 µM]
